GCN5L2 inh: blocks human GCN5L2 histone acetyltransferase; Potency, µM (doses to about 58.9 µM), for the others: at the top dose activity change, negative = inhibition, hits mostly inhibitors; Q92830; GCN5L2 HAT assay, ThioGlo1 CoA-SH fluorescence; 390,000 tested, 0.21% active; AID 504327
Target sequence (Q92830 whole entry, looked up): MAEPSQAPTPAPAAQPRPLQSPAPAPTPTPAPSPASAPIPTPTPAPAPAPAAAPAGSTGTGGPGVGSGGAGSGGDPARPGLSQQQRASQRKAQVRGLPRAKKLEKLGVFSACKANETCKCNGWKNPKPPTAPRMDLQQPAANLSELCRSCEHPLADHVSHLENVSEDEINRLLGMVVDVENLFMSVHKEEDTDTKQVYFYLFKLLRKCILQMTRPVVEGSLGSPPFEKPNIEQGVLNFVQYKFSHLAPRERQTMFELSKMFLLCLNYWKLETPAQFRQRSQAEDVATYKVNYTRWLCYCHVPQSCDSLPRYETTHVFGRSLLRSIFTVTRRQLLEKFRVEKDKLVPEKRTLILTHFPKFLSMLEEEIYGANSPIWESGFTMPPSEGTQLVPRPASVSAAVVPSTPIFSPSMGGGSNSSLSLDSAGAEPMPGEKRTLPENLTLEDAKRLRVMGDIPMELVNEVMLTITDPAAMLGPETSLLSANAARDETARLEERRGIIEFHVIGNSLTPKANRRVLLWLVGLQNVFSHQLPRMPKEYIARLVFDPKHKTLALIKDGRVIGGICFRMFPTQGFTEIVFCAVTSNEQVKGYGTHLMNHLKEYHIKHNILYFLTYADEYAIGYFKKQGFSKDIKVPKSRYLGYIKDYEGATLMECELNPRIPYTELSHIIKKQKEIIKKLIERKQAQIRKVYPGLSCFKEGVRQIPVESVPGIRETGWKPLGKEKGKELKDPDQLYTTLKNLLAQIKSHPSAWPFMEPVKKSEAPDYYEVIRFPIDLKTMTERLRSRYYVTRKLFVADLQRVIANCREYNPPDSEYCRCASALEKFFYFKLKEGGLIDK
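Preincubate 20nM GCN5L2 with compound 15 min, RT → add 50uM ThioGlo1 + 75uM H3(1-25) + 70uM acetyl-CoA → read fluorescence 0 and 20 min. Primary qHTS; fluorescent artifacts likely.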
DT40 TDP1 CPT: DT40-hTDP1 cell growth loss with CPT. chicken DT40 Tdp1-/-;hTDP1 cells + 20 nM CPT, ATP luminescence, 48 h. Potency, µM (top dose mostly 46.2 µM), for the others: at the top dose activity change, negative = growth inhibition, usual class: inhibitors. 420,000 tested, 12% active. AID 686979; further: nearly all actives have a fitted effect of over 55% in size
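Cell growth measured by CellTiter-Glo luminescence after a minimum 48 h, 37 C compound exposure with 20 nM CPT in Tdp1-knockout DT40 cells stably expressing hTDP1, seeded 400/well; qHTS titration format.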
TDP1 cell noCPT: qHTS for Inhibitors of human tyrosyl-DNA phosphodiesterase 1 (TDP1): qHTS in cells in absence of CPT. DT40 Tdp1-/- hTDP1 cells, no CPT, ATP luminescence, 48 h. Potency, µM (series often up to 46.2 µM), inactives show top-dose activity change, negative = growth inhibition, most hits filed as inhibitors. 420,000 tested, 15% active; further: nearly all actives have a fitted effect of over 55% in size
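Chicken DT40 Tdp1-/- cells stably complemented with human TDP1 were seeded at 400 cells/well with DMSO in place of 20 nM camptothecin. After compound pinning, cells grew at least 48 hr at 37 °C; viability read by CellTiter-Glo luminescence.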
Starred values were filed as active, the others as inactive; u = inconclusive; x = not tested or not shown; & = joins results of further samples; [ ] = remark or other dose. The call rests on the fitted dose curve; in most records, active means well fitted curve in the direction sought with a large enough effect; inconclusive means small, poorly fitted or top-dose-only effect, or another doubt; inactive means no such curve, though single readings can be large; an effect the other way counts as inactive or inconclusive. On the % scale 0 is the no-effect control and ±100 the full control effect; potency means the concentration at half of the fitted maximal effect.

1: COc1ccccc1CNC(=O)C1CC(=O)N(c2ccc(C)c(C)c2)C1 (centres undefined)
2: O=C(c1ccco1)N1CCCC(c2ccccc2)C1 (centres undefined)
3: Cc1ccc(S(=O)(=O)Nc2cc3c(cc2C#N)OCO3)cc1C(N)=O
4: Cc1cc([N+](=O)[O-])cc([N+](=O)[O-])c1NCC(C)C
5: C/C(CCC(C)C)=N\NC(=S)NCc1ccccc1
6: Cc1nnc(C)n1N1C(=O)c2cccc3cccc(c23)C1=O

assay / compound	1	2	3	4	5	6
GCN5L2 inh	-1%	-12%	0%	-28%	-11%	5%
DT40 TDP1 CPT	1%	-1%	-17%	-12%	u	-1%
TDP1 cell noCPT	-2%	-28%	-10%	u	u	-2%

7: O=C1Nc2c(c(=O)[nH]c(=O)n2-c2ccc(F)cc2)C1(NS(=O)(=O)c1ccccc1)C(F)(F)F (centres undefined)
8: O=C(/C=C/c1ccccc1)NC(=S)Nc1ccccc1C(=O)NC1CCCCC1
9: COc1cc(/C=C2\SC(=O)N(CC(=O)Nc3ccccc3F)C2=O)cc(Cl)c1O
10: CNC(=O)c1c(NC(=O)c2cccc(N3C(=O)CCC3=O)c2)sc2c1CCC2
11: Cc1oc(-c2ccccc2Cl)nc1CS(=O)(=O)CC(=O)NC(C)CCc1ccccc1 (centres undefined)
12: Cc1ccc(CSc2nnc(-c3ccco3)n2N)cc1

assay / compound	7	8	9	10	11	12
GCN5L2 inh	-14%	-21%	-14%	-9%	-8%	-9%
DT40 TDP1 CPT	-13%	u	18µM*	4%	16µM*	4%
TDP1 cell noCPT	-9%	u	13µM*	-25%	u	-6%

Gathered by group, the entries above containing an aryl methoxy group (two)
1: COc1ccccc1CNC(=O)C1CC(=O)N(c2ccc(C)c(C)c2)C1 (centres undefined)
9: COc1cc(/C=C2\SC(=O)N(CC(=O)Nc3ccccc3F)C2=O)cc(Cl)c1O

assay / compound	1	9
GCN5L2 inh	-1%	-14%
DT40 TDP1 CPT	1%	18µM*
TDP1 cell noCPT	-2%	13µM*

Later entries:
13: Clc1cccc(CNc2ccn3nc(-c4cccs4)cc3n2)c1
14: CCN(CC(=O)Nc1ccccc1C(F)(F)F)C(=O)Cc1ccccc1
15: CC1=C(C(=O)OC(C)C)C(c2ccc(Br)s2)NC(=O)N1C (centres undefined)
16: CC(C)(C)n1nc2c(c1NC(=O)c1ccc(F)c(F)c1)CS(=O)(=O)C2
17: CN(Cc1ccccc1)C(=O)c1cccc(NC(=O)Cc2ccc(NC(=O)C3CCCN(C(=O)c4ccccc4)C3)cc2)c1 (centres undefined)
18: O=C(COC(=O)c1ccc(Cl)cc1[N+](=O)[O-])NNC(=O)c1cccs1

assay / compound	13	14	15	16	17	18
GCN5L2 inh	x	-3%	-3%	-3%	x	u
DT40 TDP1 CPT	-24%	-11%	u	1%	u	-10%
TDP1 cell noCPT	u	-12%	u	16µM*	u	-5%

19: CC(C)(C)NC(=O)COC(=O)c1ccccc1Nc1ccc(SC(F)F)cc1
20: CC(=O)OC[C@H]1O[C@@](COC(C)=O)(O[C@H]2O[C@H](COC(C)=O)[C@@H](OC(C)=O)[C@H](OC(C)=O)[C@H]2OC(C)=O)[C@@H](OC(C)=O)[C@@H]1OC(C)=O
21: C/C(=N\NC(=S)NCC(C)(C)C)c1cc(F)cc(F)c1O
22: CN(Cc1ccccc1)C(=O)COc1ccc(N(C)S(=O)(=O)c2ccc(F)cc2)cc1
23: Cc1ccc2nc(COc3cccc(NC(=O)c4cccc(Cl)c4)c3)cc(=O)n2c1
24: O=c1c2cc(C(F)(F)F)ccc2sn1-c1ccccc1

assay / compound	19	20	21	22	23	24
GCN5L2 inh	-14%	-3%	-6%	-14%	-22%	x
DT40 TDP1 CPT	u	4%	15µM*	16µM*	5%	5.2µM*
TDP1 cell noCPT	16µM*	-6%	15µM*	15µM*	-22%	5.2µM*

25: COC(=O)c1ccc(OC)c(CSc2nnc(-c3ccc(C(C)(C)C)cc3)o2)c1
26: C=C(C)COc1ccc(-c2[nH]ncc2Oc2cccc(OC)c2)c(O)c1
27: N#Cc1ccc(COC(=O)CC(NC(N)=O)c2ccc(Cl)cc2)cc1 (centres undefined)
28: CCN(C(=O)Cc1nc(-c2ccc(OC)cc2)no1)c1cccc(Cl)c1
29: O=S(=O)(/N=C(/Nc1cccc2ccccc12)c1ccc(F)cc1)c1ccccc1
30: COCCNC(=O)/C(C#N)=C/c1c(N2CCN(C)CC2)nc2c(C)cccn2c1=O

assay / compound	25	26	27	28	29	30
GCN5L2 inh	-10%	-20%	1%	-7%	1%	-2%
DT40 TDP1 CPT	16µM*	u	6%	u	u	2%
TDP1 cell noCPT	21µM*	13µM*	-3%	16µM*	u	-8%

31: C#CCn1cc(CNC[C@H]2O[C@@H](n3cnc4c(=O)[nH]c(N)nc43)[C@H](O)[C@@H]2O)c2ccccc21
32: O=C(NCC1CCCO1)c1onc(CSc2ccc(F)c(F)c2)c1C(=O)O (centres undefined)
33: COc1ccc(NC(=O)Cn2c3ncccc3c(=O)n2-c2ccc(C)c(C)c2)c(OC)c1
34: CCOC(=O)/C=C/COc1ccccc1[N+](=O)[O-]
35: O=C(C1CC1)N1CCc2cc(S(=O)(=O)N3CCOCC3)ccc21
36: C#CCN1C=CC(=O)[C@@H](OC(=O)Nc2ccc(Cl)cc2)[C@H]1c1ccccc1Br

assay / compound	31	32	33	34	35	36
GCN5L2 inh	x	-8%	19%	6%	-13%	x
DT40 TDP1 CPT	7%	2%	-13%	12%	-20%	21µM*
TDP1 cell noCPT	34%[activator]	40%[activator]	-24%	-16%	-14%	23µM*

37: C=CCN1C(=O)c2ccc(C(=O)N(C)CC(=O)Nc3ccc(OCC)c(OCC)c3)cc2C1=O
38: C=CCOc1ccccc1OCC(O)CNC(C)C (centres undefined)
39: COc1ccc(OC)c(S(=O)(=O)N2CCC(C(=O)Nc3cc(C)ccc3C)CC2)c1
40: O=C(COC(=O)Cc1cccc(C(F)(F)F)c1)NCc1ccco1
41: Cc1ccsc1C(=O)NCc1ccc(F)cc1
42: COc1cccc(/C=C/c2nc3ccccc3c(=O)n2-c2ccc(C)c(C)c2)c1OC

assay / compound	37	38	39	40	41	42
GCN5L2 inh	3%	1%	-2%	-9%	-1%	-11%
DT40 TDP1 CPT	1%	-25%	-14%	u	2%	10µM*
TDP1 cell noCPT	-3%	-26%	u	11%	5%	8.2µM*

Excerpt: nos. 39 to 42
39: COc1ccc(OC)c(S(=O)(=O)N2CCC(C(=O)Nc3cc(C)ccc3C)CC2)c1
40: O=C(COC(=O)Cc1cccc(C(F)(F)F)c1)NCc1ccco1
41: Cc1ccsc1C(=O)NCc1ccc(F)cc1
42: COc1cccc(/C=C/c2nc3ccccc3c(=O)n2-c2ccc(C)c(C)c2)c1OC

assay / compound	39	40	41	42
GCN5L2 inh	-2%	-9%	-1%	-11%
DT40 TDP1 CPT	-14%	u	2%	10µM*
TDP1 cell noCPT	u	11%	5%	8.2µM*

Continuation:
43: Cc1ccc(CNC(=O)c2cnn(-c3ccc(F)cc3F)c2C2CCN(C(=O)OC(C)(C)C)CC2)cc1
44: O=C(Nc1ccc(NC(=O)C2CC2)nc1)c1cnccn1
45: Cc1cc2ncn(-c3ncnc4sc(C)c(C)c34)c2cc1C
46: CC(C(=O)c1ccccc1)[n+]1cccc(Cl)c1 (centres undefined)
47: C(=N\n1cnc2ccccc21)/c1cccnc1
48: O=[N+]([O-])c1ccc(Cl)c(S(=O)(=O)N2CCCCCC2)c1

assay / compound	43	44	45	46	47	48
GCN5L2 inh	13%	-12%	-4%	x	-4%	-2%
DT40 TDP1 CPT	u	-13%	-27%	3%	-23%	3%
TDP1 cell noCPT	u	-7%	u	u	-23%	u

49: COc1ccc([C@H]2CC(=O)C=C(c3cccc(OC)c3)C2)cc1
50: COc1ccc(Cn2cc(CN3CCc4onc(-c5ccccc5OC)c4C3=O)nn2)cc1
51: Cc1ccc(S(=O)(=O)N2CCOCC2)cc1NC(=O)COC(=O)CCOc1ccc(C(C)(C)C)cc1
52: COc1ccc(N2C(=O)/C(=C/c3ccc([N+](=O)[O-])cc3)N=C2C)c(OC)c1
53: COc1ccc(S(=O)(=O)N2CCN(CC(=O)Nc3ccc(C)c(F)c3)CC2)cc1
54: O=C(Nc1ccccc1)c1ccc(Br)c(S(=O)(=O)N2CCCCC2)c1

assay / compound	49	50	51	52	53	54
GCN5L2 inh	0%	x	-13%	-9%	u	1%
DT40 TDP1 CPT	-23%	0%	-25%	3.7µM*	u	18µM*
TDP1 cell noCPT	u	-3%	u	2.1µM*	18µM*	21µM*

55: O=C(COC(=O)c1ccc(S(=O)(=O)N2CCOCC2)cc1)NC1CCCCCCC1
56: O=C(NCc1ccccc1)c1noc2c1CCCC2
57: Cc1ccc(Cl)cc1NC(=S)NCCCSC1CCCCC1
58: CN(CCO)C(=O)C1CCN(c2ncc(C(F)(F)F)cc2Cl)CC1
59: Cc1ccc2c(c1)nnn2C1CCN(S(=O)(=O)c2ccc(C(=O)N3C(C)CCCC3C)cc2)CC1 (centres undefined)
60: COC(=O)c1ccc2nc(-c3cccc(Br)c3)c(Cc3ccccc3OC)n2c1

assay / compound	55	56	57	58	59	60
GCN5L2 inh	-5%	2%	-15%	0%	0%	x
DT40 TDP1 CPT	12%	u	u	-28%	9.2µM*	u
TDP1 cell noCPT	-22%	u	18µM*	u	9.2µM*	21µM*

61: COc1ccc(OCCNC(=O)CCCO)cc1
62: Cc1nc2sccn2c1P(c1c(C)nc2sccn12)c1c(C)nc2sccn12
63: Cn1c(C(=O)NCCCN2CCCCCC2)cc2c(=O)n(C)c3ccccc3c21
64: O=C(CNC(=O)c1ccco1)NCc1nc2ccccc2[nH]1
65: CC(=O)c1ccc(NC(=S)NC(=O)c2c(Cl)c(C)nn2C)cc1
66: Cc1ccc(NC(=O)CCS(=O)(=O)c2cc3c(cc2Cl)NC(=O)CO3)cc1

assay / compound	61	62	63	64	65	66
GCN5L2 inh	-6%	-4%	1%	-19%	0%	-2%
DT40 TDP1 CPT	10%	-8%	18µM*	-5%	13%	-6%
TDP1 cell noCPT	1%	-12%	u	12%	-2%	-16%

67: Cc1nc2sccn2c(=O)c1S(=O)(=O)N1CCN(c2ccccc2)CC1
68: Cn1ncc(C#N)c1/N=C/N1CCCCC1
69: O=C1OC[C@@H]2CCCN2C(=O)[C@H](CC(=O)N(CCO)Cc2ccccc2)C/C=C\C[C@H]1Cc1ccc(F)cc1
70: CC(OC(=O)c1ccc2c(=O)n3c(nc2c1)CCCCC3)C(=O)Nc1ccc(Cl)cn1 (centres undefined)
71: C1CCc2nnnn2CC1
72: CCOc1cc(C2c3c(n[nH]c3C)C(=O)N2c2ccc(Br)cc2)ccc1O (centres undefined)
73: CCCCNC(=O)CCCn1c(=O)c2ccccc2n(Cc2ccccc2C)c1=O
74: COCC(=O)N(C)[C@H]1C[C@H]2c3cc(-c4ccccc4)ccc3CCN2C(=O)[C@H]1[C@H](C)O
75: COC(=O)c1cccnc1-n1c(=O)c2cccnc2n(CC(=O)Nc2cccc(C(F)(F)F)c2)c1=O

assay / compound	67	68	69	70	71	72	73	74	75
GCN5L2 inh	-5%	-9%	-4%	-2%	u	-5%	-2%	x	-7%
DT40 TDP1 CPT	-9%	u	u	-21%	5%&12%	-16%	u	12%	-27%
TDP1 cell noCPT	-13%	-15%	u	-23%	-23%&3%	-23%	21µM*	-24%	-25%

Source: PubChem (National Center for Advancing Translational Sciences (NCATS))

An excerpt; the hit share may differ from the screen's.
